Screens (PubChem)
CXCR6 block = CXCR6 receptor inhibitors, primary screen, cell-based, beta-arrestin, luminescence, CHO-K1 PathHunter, 1536-well; C-X-C chemokine receptor type 6 (Homo sapiens), O00574; inhibition, % at 20 µM; 360,000 compounds, 0.36% hits; AID 602244, 2012; in the data active = inhibition above about 34%, passing the limit was not always enough;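 also: antagonist mode with CXCL16 agonist at 10 nM final; 0% = 10 nM CXCL16 with DMSO and 100% = unstimulated wells without agonist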
Target sequence (O00574 whole entry, looked up): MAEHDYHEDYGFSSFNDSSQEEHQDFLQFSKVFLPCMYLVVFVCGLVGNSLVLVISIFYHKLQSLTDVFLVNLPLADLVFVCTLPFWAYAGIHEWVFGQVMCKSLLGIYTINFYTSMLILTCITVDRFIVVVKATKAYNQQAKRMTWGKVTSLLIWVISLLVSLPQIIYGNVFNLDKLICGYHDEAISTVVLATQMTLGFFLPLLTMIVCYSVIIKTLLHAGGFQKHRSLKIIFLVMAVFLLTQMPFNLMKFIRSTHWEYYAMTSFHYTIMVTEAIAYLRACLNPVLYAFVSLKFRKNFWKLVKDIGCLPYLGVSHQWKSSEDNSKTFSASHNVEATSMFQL
Gli-Sufu block = Gli-Sufu pathway antagonists, primary screen, luciferase luminescence, Sufu-KO-LIGHT cells, uHTS; Sufu-KO-LIGHT fibroblasts, Gli luciferase reporter luminescence; inhibition, % at 5 µM; 340,000 compounds, 0.74% hits; AID 588413, 2011;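 active = inhibition above about 55%, limit read from the data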;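 also: 0% = DMSO-treated cells and 100% = wells with medium but no cells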
CCR6 antagonist = CCR6 receptor antagonists, primary screen, cell-based, CHO-K1, luminescence, beta-arrestin, uHTS. C-C chemokine receptor type 6 (Homo sapiens), P51684. CHO-K1 CCR6 PathHunter beta-arrestin, CCL20-stimulated. inhibition, % at 20 µM. 340,000 compounds, 0.49% hits;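 active = compounds whose inhibition of the agonist-driven luminescence signal at 20 µM reaches about 50%, limit read from the data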;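 also: cells stimulated with CCL20 at 14 nM final; plate controls were DMSO with CCL20 for no effect and DMSO without agonist for full effect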
GRIN3A LBD mod = binders of NR3A ligand-binding domain, primary screen, biophysical, differential scanning fluorimetry, uHTS. Glutamate receptor ionotropic, NMDA 3A (GRIN3A) ligand-binding domain. NR3A LBD differential scanning fluorimetry, Tm shift; 0% = protein alone, 100% = glycine-bound protein. Tm shift relative to glycine control, % at 25 µM. 340,000 compounds, 2.5% hits;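 active = melting temperature shift of at least 10% of the positive control shift, at one fixed dose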
EBI2 antag = EBI2 receptor antagonists, beta-arrestin recruitment, primary screen, cell-based, luminescence, 7a,25-OHC stimulation, uHTS | G-protein coupled receptor 183 (Homo sapiens), P32249 | 7a,25-OHC stimulated | inhibition, % at 5 µM | 360,000 compounds, 0.81% hits; in the data active = inhibition above about 38%;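 also: enzyme fragment complementation signal reports receptor beta-arrestin coupling in cells; 0% = agonist plus DMSO wells and 100% = wells without agonist; some results beyond the cut were filed as inactive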
Target sequence (P32249 whole entry, looked up, the tested form may be a part): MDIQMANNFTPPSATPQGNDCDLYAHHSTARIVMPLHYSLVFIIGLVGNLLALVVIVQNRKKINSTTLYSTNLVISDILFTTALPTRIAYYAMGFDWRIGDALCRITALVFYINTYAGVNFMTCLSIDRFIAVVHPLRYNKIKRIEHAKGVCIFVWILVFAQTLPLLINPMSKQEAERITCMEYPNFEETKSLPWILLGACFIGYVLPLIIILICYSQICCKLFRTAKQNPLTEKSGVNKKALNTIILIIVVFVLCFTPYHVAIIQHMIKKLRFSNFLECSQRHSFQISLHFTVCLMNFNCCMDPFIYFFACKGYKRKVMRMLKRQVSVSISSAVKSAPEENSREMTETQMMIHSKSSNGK
A3A deaminase = APOBEC3A ssDNA deaminase inhibitors, primary screen, selectivity assay for APOBEC3G inhibitor project, biochemical, FAM/TAMRA oligo cleavage fluorescence; inhibition, % at 20 µM; recombinant A3A, FAM/TAMRA ssDNA deamination fluorescence; DNA dC->dU-editing enzyme APOBEC-3A (Homo sapiens), P31941; 330,000 compounds, 0.41% hits;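 active = at least 40% inhibition at 20 µM here, with at most 30% in a related deaminase screen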;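 also: plate controls were A3A with DMSO for no effect and wells lacking A3A enzyme for full effect; some results filed as inactive read as strong as hits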
Target sequence (P31941 whole entry, looked up): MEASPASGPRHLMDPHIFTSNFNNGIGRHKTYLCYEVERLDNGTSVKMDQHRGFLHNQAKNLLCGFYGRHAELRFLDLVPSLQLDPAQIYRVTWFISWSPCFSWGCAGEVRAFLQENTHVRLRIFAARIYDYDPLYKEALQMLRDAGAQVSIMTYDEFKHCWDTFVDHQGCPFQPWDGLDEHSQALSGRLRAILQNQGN
MPTP block = mitochondrial permeability transition pore inhibitors, primary screen, biochemical, isolated mouse mitochondria, absorbance; 360,000 compounds, 1.4% hits; AID 602449, 2012; inhibition, % at 10 µM; Ca2+ swelling absorbance, 30 min;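 active = inhibition of 50% or more, scaled per plate between neutral and stimulator controls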;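 also: 0% = DMSO wells given calcium and 100% = 1 mM EGTA wells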
A3G deaminase = APOBEC3G DNA deaminase inhibitors, primary screen, biochemical, fluorescence, single-stranded DNA substrate, uHTS; DNA dC->dU-editing enzyme APOBEC-3G (Homo sapiens), Q9HC16; recombinant A3G, ssDNA deamination FAM/TAMRA fluorescence; 330,000 compounds, 0.28% hits; inhibition, % at 20 µM;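 active = inhibition of at least 40% at 20 µM, with no more than 30% in the related APOBEC3A deaminase screen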;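 also: plate controls were DMSO wells with A3G for no effect and wells lacking A3G enzyme for full effect; some compounds called inactive have numbers as strong as hits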
* marks the source's active call; other numbers are inactive results; x = no result given.

Under each structure: CXCR6 block, Gli-Sufu block, CCR6 antagonist, GRIN3A LBD mod, EBI2 antag, A3A deaminase, MPTP block, A3G deaminase
> COc1c(C(=O)NCCSC(C)(C)C)ccc2ccccc12
 : -3, -11, -8, -2, -5, -5, 0.4, -8
> CCOC(=O)N1CCN(CC(=O)N2c3ccccc3Sc3ccccc32)CC1
 : 7, 8, 10, -5, -11, -3, 2.5, -7
> CC(Oc1cc2oc(=O)c3c(c2cc1Cl)CCCC3)C(=O)NCC1CCC(C(=O)O)CC1 (centres undefined)
 : -1, 0, 0, -3, 7, -6, -2.9, -4
> Cc1cccc(CCNC(=O)CN(C)S(=O)(=O)c2cnc[nH]2)c1
 : -3, 0, -17, 0, -8, -2, -0.6, -7
> Fc1ccc(C2c3[nH]c4ccccc4c3CCN2Cc2ccoc2)cc1 (centres undefined)
 : 6, 10, 1, -6, 1, 0, 1.3, -5
> CCCNc1nc(NCC)nc(OC)n1
 : 4, 13, 5, 0, -2, -3, -1.1, -4
> O=C(Nc1ccccc1Cc1ccccc1)c1ccncc1
 : -1, 2, 5, -1, 1, -2, -1.1, -4
> O=C(Nc1cccc(-c2cccc(F)c2)c1)C1CCN(CC2CCOC2)CC1 (centres undefined)
 : -4, 5, 4, -2, -2, -3, 0.0, -4
> COc1nccc(C(F)(F)F)c1C(=O)NC(=O)Nc1ccccc1
 : -4, 4, 9, 0, -14, 1, 3.0, -3
> Cn1cccc1CNC(=S)Nc1cc(F)cc(F)c1
 : 3, 6, 2, -1, 0, -3, 2.0, -8
> O=C(c1ccccc1)n1ccc(-c2cccs2)n1
 : -7, 2, 7, 5, -7, -1, 2.9, -4
> O=S(=O)(c1ccc(F)cc1)N1CCN(CC(O)COCc2cccs2)CC1 (centres undefined)
 : 9, 8, 6, -2, 5, 2, 0.5, 2
> COc1ccc(S(=O)(=O)NCC2CCC(C(=O)NCC(OC)OC)CC2)cc1 (centres undefined)
 : -4, 21, 1, 0, 5, -3, -0.2, -6
> O=C(NC1(C(F)(F)F)NC(=O)N(c2ccc(F)cc2)C1=O)c1cccs1 (centres undefined)
 : 5, 2, 2, -7, 2, -1, -1.6, -2
> COc1ccc(NS(=O)(=O)c2cc(NC(=O)COc3ccccc3F)ccc2OC)cc1
 : 1, -9, 10, -12, -1, -1, 0.8, -5

Ten entries out of the list, ordered by SMILES length, ascending.
Under each structure: CXCR6 block, Gli-Sufu block, CCR6 antagonist, GRIN3A LBD mod, EBI2 antag, A3A deaminase, MPTP block, A3G deaminase
> O=C(c1ccccc1)n1ccc(-c2cccs2)n1
 : -7, 2, 7, 5, -7, -1, 2.9, -4
> O=C(Nc1ccccc1Cc1ccccc1)c1ccncc1
 : -1, 2, 5, -1, 1, -2, -1.1, -4
> COc1c(C(=O)NCCSC(C)(C)C)ccc2ccccc12
 : -3, -11, -8, -2, -5, -5, 0.4, -8
> COc1nccc(C(F)(F)F)c1C(=O)NC(=O)Nc1ccccc1
 : -4, 4, 9, 0, -14, 1, 3.0, -3
> Fc1ccc(C2c3[nH]c4ccccc4c3CCN2Cc2ccoc2)cc1 (centres undefined)
 : 6, 10, 1, -6, 1, 0, 1.3, -5
> Cc1cccc(CCNC(=O)CN(C)S(=O)(=O)c2cnc[nH]2)c1
 : -3, 0, -17, 0, -8, -2, -0.6, -7
> CCOC(=O)N1CCN(CC(=O)N2c3ccccc3Sc3ccccc32)CC1
 : 7, 8, 10, -5, -11, -3, 2.5, -7
> O=S(=O)(c1ccc(F)cc1)N1CCN(CC(O)COCc2cccs2)CC1 (centres undefined)
 : 9, 8, 6, -2, 5, 2, 0.5, 2
> O=C(NC1(C(F)(F)F)NC(=O)N(c2ccc(F)cc2)C1=O)c1cccs1 (centres undefined)
 : 5, 2, 2, -7, 2, -1, -1.6, -2
> COc1ccc(NS(=O)(=O)c2cc(NC(=O)COc3ccccc3F)ccc2OC)cc1
 : 1, -9, 10, -12, -1, -1, 0.8, -5

(list continues)
Under each structure: CXCR6 block, Gli-Sufu block, CCR6 antagonist, GRIN3A LBD mod, EBI2 antag, A3A deaminase, MPTP block, A3G deaminase
> O=C(NCC(=O)N1CCN(c2ccccc2O)CC1)c1ccccc1
 : 1, -23, -15, 1, -8, 2, 1.4, 4
> O=C(c1ccc(-c2ccc([N+](=O)[O-])cc2)o1)N1CCCC(C(F)(F)F)C1 (centres undefined)
 : 2, -19, 4, -2, 13, 0, -3.3, 5
> Cc1cc2oc3c(c(=O)c2cc1C)C(c1ccc(C(C)C)cc1)N(CCCN1CCOCC1)C3=O (centres undefined)
 : 12, 7, 11, -4, -6, -2, -1.3, -4
> Cn1nc(-c2ccc(C(=O)N3CCN(Cc4ccccc4)CC3)cc2)c2ccccc2c1=O
 : -4, 53, 2, -2, 8, 1, 14, 1
> COc1ccc(NC(=O)CSc2nc3nc(C)cc(C)n3n2)cc1
 : 5, -12, 2, -2, -9, -1, -1.8, -17
> CCOc1ccc(CCNC(=O)c2cccc(S(=O)(=O)N3CC(C)OC(C)C3)c2)cc1OCC (centres undefined)
 : -6, 5, -5, 3, 3, 30, 3.7, -4
> CCOC(=O)c1oc2nc(C(C)C)c3c(c2c1N)CC(C)(C)OC3
 : -1, -17, 8, 1, -8, -3, -0.5, -6
> Cc1csc(NC(=O)c2cc3c(s2)CCCCC3)n1
 : 1, -36, 10, -2, 2, -3, -2.4, -6
> O=C(COc1nncc2ccccc12)Nc1c(F)c(F)c(F)c(F)c1F
 : -10, 0, 6, 0, -3, 1, 2.3, -8
> O=C(Cc1ccsc1)Nc1ccc2c(c1)OCO2
 : -1, -21, 8, -2, -9, 1, -0.4, -3
> CC(C)c1ccc(N(CC(=O)NCc2ccc(F)cc2)C(=O)c2csnn2)cc1
 : 20, -2, -2, -1, 23, 0, 1.1, -6
> CCOC(=O)c1c(C)n(-c2ccc(C)cc2)c2ccc(OCC(O)CN3CCN(C)CC3)cc12 (centres undefined)
 : 0, -11, 7, -4, 5, x, 4.3, x
> COc1ccc2c(c1)CC(C1(O)C(=O)Nc3ccccc31)C2=O (centres undefined)
 : -13, -2, 2, 1, -2, 6, 1.3, 0
> CCOc1ccccc1Nc1nc2ccccc2[nH]1
 : -2, 14, 15, -21, -6, -2, 1.0, -6
> Cc1nn(CC(=O)c2ccc(Cl)cc2Cl)c(C)[n+]1N
 : 3, -25, 4, -10, -4, -4, -0.1, -4

New compounds follow.
Under each structure: CXCR6 block, Gli-Sufu block, CCR6 antagonist, GRIN3A LBD mod, EBI2 antag, A3A deaminase, MPTP block, A3G deaminase
> COc1ccc(-n2c(SC(C)C(=O)Nc3ccc(NC(C)=O)cc3)nc3ccccc3c2=O)cc1OC (centres undefined)
 : 8, 20, 17, 1, -4, 4, 0.0, -8
> O=S(=O)(c1cccc(NC(=S)Nc2ccc(Br)cc2Cl)c1)N1CCOCC1
 : -6, -9, 14, -1, -6, -4, -5.5, -6
> CCOC(=O)/C(C#N)=C/c1cc2ccccc2nc1N1CCCCC1
 : 3, -16, 26, 1, -6, -2, 0.1, -5
> O=[N+]([O-])c1cc([N+](=O)[O-])c(Oc2cccnc2Br)cc1NN1CCCCC1
 : 2, 8, 1, 0, -16, -3, 1.7, -7
> CN(CC(=O)Nc1ccc(Cl)c(C(F)(F)F)c1)C(=O)C1CC(=O)N(Cc2ccco2)C1 (centres undefined)
 : 2, -6, 12, 1, 7, 3, -0.3, 17
> Cc1c(C(=O)NN)[nH]c2ccc([N+](=O)[O-])cc12
 : -12, 5, -5, 5, -2, -3, 2.3, -12
> CCOC(=O)C1(C)C=C(Nc2ccc(OCC)cc2)C(=O)N1c1ccccc1 (centres undefined)
 : 5, 7, 8, 0, 14, -4, 2.8, -3
> Cn1c(SCC(=O)N2CCOCC2)nnc1-c1cccc(NC(=O)c2ccccc2)c1
 : 5, -1, -5, -1, -9, 64*, 1.0, 20
> CC(C)C(c1nnnn1CCc1ccccc1)N1CCN(C(=O)c2ccco2)CC1 (centres undefined)
 : -1, -3, -7, -4, -8, x, 0.1, x
> O=C(Nc1cc(C(=O)N2CCOCC2)ccc1N1CCCC1)c1cccs1
 : 0, 8, 2, -3, 0, -5, 1.3, -5
> CCC1=NN(S(=O)(=O)c2ccc(C)cc2)C(O)(C(F)(F)F)C1 (centres undefined)
 : -4, 3, -2, 0, -8, -1, 1.3, -6
> Cc1ccc(OCc2ccc(C(=O)N3CCCC3)o2)c([N+](=O)[O-])c1
 : 1, -34, 18, -2, -9, -3, 0.3, -11
> O=C(Cn1ncc2c3ccccc3n(Cc3ccccc3)c2c1=O)N1CCN(c2ccccn2)CC1
 : 10, 0, 9, -1, 5, -2, -0.7, -1
> CCc1nc2ccc(C(=O)Nc3ccc(NC(C)=O)cc3)cc2nc1CC
 : -1, -2, 4, -5, 2, 13, -0.4, -5
> CC1CC(C)CN(C(=O)COC(=O)c2cccc(S(=O)(=O)N(C)c3ccccc3)c2)C1 (centres undefined)
 : -5, -1, 20, 1, 1, -2, 2.4, -11

The listing continues.
Under each structure: CXCR6 block, Gli-Sufu block, CCR6 antagonist, GRIN3A LBD mod, EBI2 antag, A3A deaminase, MPTP block, A3G deaminase
> Cc1c(C(=O)O)[nH]c2c1C(=O)CC(c1ccccc1)C2 (centres undefined)
 : -6, -2, 3, -2, -1, 2, 1.0, -4
> COc1ccc(C2=NOC3(CC(=O)N(c4ccc(F)cc4)C3=O)C2)cc1 (centres undefined)
 : 6, 0, 2, -4, -9, 1, -0.4, -6
> CCS(=O)(=O)N1CCC(C(=O)NCc2ccc(OC)cc2OC)CC1
 : 3, -5, 4, 2, 8, 0, -1.8, -9
> CCOC(=O)N1CCC(NC(=O)c2ccccc2C(=O)O)CC1
 : 1, 2, -1, 1, -2, 1, -0.1, -4
> Cc1cc(C(=O)OCC(=O)NC(=O)NC(C)(C)C)c(C)o1
 : 0, 2, -11, 0, -5, 1, -3.5, -1
> O=C(CSc1nc(O)c(Cc2ccccc2)c(=O)[nH]1)c1ccccc1
 : -6, 5, 4, 1, -4, -5, 3.2, -8
> CC1CCCC(NCC(O)COC(c2ccc(F)cc2)c2ccc(F)cc2)C1C (centres undefined)
 : -10, 26, 9, 1, -1, -3, 17, -1
> COc1ccc(-n2cnc3cc(NCc4ccco4)ccc32)cc1
 : -12, -60, -7, 0, 13, -3, 0.3, -7
